Compound activity as filed in PubChem BioAssay.
Bim-Bfl-1: inhibitors of Bim binding to Bfl-1, primary screen, biochemical, multiplexed, bead-based flow cytometry. inhibition, % at 10 µM. Bim-Bfl-1 binding inhibition. AID 1008, 2008. 190,000 tested, 0.12% active;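 note: 0% = wells without compound plus tracer and 100% = blocker peptide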
RGS7-Gao: RGS7-Galphao binding modulators, primary screen, biochemical, multiplexed bead flow cytometry; Guanine nucleotide-binding protein G(o) subunit alpha (Homo sapiens), P09471; actives lie on both sides; binding response (% of control), % at 10 µM; 220,000 tested, 0.35% active; in the data active = binding response below about 49% or above about 150%; inconclusive = no clear call, values can overlap the other calls; inactive = in between;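 note: fluorescent Galphao held in activated GDP-AlF4 state binding bead-coupled RGS7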
Target sequence (P09471 whole entry, looked up): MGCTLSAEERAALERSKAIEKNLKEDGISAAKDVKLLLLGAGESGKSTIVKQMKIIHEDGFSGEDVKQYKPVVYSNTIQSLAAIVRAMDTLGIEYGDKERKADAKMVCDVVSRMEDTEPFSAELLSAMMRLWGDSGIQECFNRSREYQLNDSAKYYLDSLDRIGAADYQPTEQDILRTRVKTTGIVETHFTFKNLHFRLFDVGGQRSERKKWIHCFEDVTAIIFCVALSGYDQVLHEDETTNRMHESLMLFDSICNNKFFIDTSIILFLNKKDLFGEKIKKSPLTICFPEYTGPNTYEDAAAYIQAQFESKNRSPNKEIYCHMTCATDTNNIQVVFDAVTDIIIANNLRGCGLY
ABCG2 block: ABCG2 efflux pump inhibitors, primary screen, multiplex with ABCB1, IgMXP3 cells, flow cytometry | 190,000 tested, 0.1% active | JC-1 efflux | Broad substrate specificity ATP-binding cassette transporter ABCG2 (Homo sapiens), Q9UNQ0 | AID 1325, 2008 | inhibition, % at 6.6 µM;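 active = inhibition above 80%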;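 note: 0% = DMSO and 100% = nicardipine control wells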
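Test system: IgMXP3 (ABCG2) plus far-red-tagged CCRF-Adr (ABCB1) cells. Reagent: JC-1 dye as substrate. Timing: 10 min exposure at 25 °C with rotation, no wash. Measured by: flow cytometric JC-1 green MFI at 530 nm. Read-out: percent efflux inhibition, scaled nicardipine 100% to DMSO 0%. Control set: nicardipine and DMSO wells.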
Bcl-XL Bim block: inhibitors of Bim-Bcl-XL binding, primary screen, biochemical, multiplexed, bead flow cytometry, human Bcl-XL. 190,000 tested, 0.04% active. inhibition, % at 10 µM. Bcl-2-like protein 1 (Homo sapiens), Q07817. Bim peptide-Bcl-XL binding, fluorescence
ABCB1 inh: ABCB1 efflux pump inhibitors, primary screen, cell-based, multiplex, flow cytometry, ABCG2 counter-screen; inhibition, % at 6.6 µM; CCRF-Adr cells, JC-1 efflux; 190,000 tested, 0.067% active; in the data active = inhibition above about 40%;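 note: 0% = vehicle and 100% = reference inhibitor; higher value means more JC-1 retained so stronger ABCB1 efflux block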
Bcl-2 Bim block: inhibitors of Bim-Bcl-2 binding, primary screen, biochemical, multiplexed, human Bcl-2 family. Apoptosis regulator Bcl-2 (Homo sapiens), P10415. Bead-based flow cytometry, Bim peptide-Bcl-2 binding. inhibition, % at 10 µM. 190,000 tested, 0.06% active. AID 950, 2007; in the data active = inhibition above about 40%; inconclusive = no clear call, values can overlap the other calls;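 note: 0% = no compound wells with probe peptide and 100% = reference peptide inhibitor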
Target sequence (P10415 whole entry, looked up): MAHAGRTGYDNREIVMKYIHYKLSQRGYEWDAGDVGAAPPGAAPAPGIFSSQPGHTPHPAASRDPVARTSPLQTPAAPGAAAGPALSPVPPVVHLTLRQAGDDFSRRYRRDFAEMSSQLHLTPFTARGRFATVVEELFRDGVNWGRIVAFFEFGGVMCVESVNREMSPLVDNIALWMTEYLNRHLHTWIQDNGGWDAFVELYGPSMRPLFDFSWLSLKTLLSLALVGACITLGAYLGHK
RGS8-Gao reg: RGS8-Galphao binding modulators, primary screen, biochemical, multiplexed bead flow cytometry; Guanine nucleotide-binding protein G(o) subunit alpha (Homo sapiens), P09471; actives lie on both sides; response (percent of control binding), % at 10 µM; 220,000 tested, 0.34% active; AID 1423, 2008; in the data active = response below about 60% or above about 140%; inactive = in between;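 note: Galphao activated as the GDP aluminium fluoride complex binding bead-coupled RGS8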
RGS4-Gao reg: modulators of RGS4 binding to Galphao, primary screen, biochemical, multiplexed bead flow cytometry | actives lie on both sides | binding response (% of control), % at 10 µM | 220,000 tested, 0.33% active | AID 1415, 2008; in the data active = binding response below about 49% or above about 150%; inactive = in between;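 note: fluorescent Galphao activated with aluminum fluoride binding bead-coupled RGS4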
Bcl-W Bim block: inhibitors of Bim binding to Bcl-W, primary screen, biochemical, multiplexed, bead-based flow cytometry. inhibition, % at 10 µM. Bim peptide-Bcl-W binding. Bcl-2-like protein 2 (Homo sapiens), Q92843. 190,000 tested, 0.02% active;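 note: 0% = bound tracer without compound and 100% = peptide blocker; higher means less fluorescent Bim peptide bound to Bcl-W beads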
Target sequence (Q92843 whole entry, looked up): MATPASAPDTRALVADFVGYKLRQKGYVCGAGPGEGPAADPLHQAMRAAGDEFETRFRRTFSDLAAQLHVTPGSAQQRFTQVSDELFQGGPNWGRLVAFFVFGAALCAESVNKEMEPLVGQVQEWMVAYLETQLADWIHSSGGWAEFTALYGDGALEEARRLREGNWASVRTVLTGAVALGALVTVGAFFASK
Mcl-1 Bim block: inhibitors of Bim peptide binding to Mcl-1, primary screen, biochemical, bead-based flow cytometry, multiplex | Induced myeloid leukemia cell differentiation protein Mcl-1 (Homo sapiens), Q07820 | 190,000 tested, 0.1% active | inhibition, % at 10 µM | Bim peptide-Mcl-1 binding;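 note: 0% = no compound tracer wells and 100% = peptide blocker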
Bim-Bcl-B: inhibitors of Bim-Bcl-B binding, primary screen, biochemical, multiplexed, human Bcl-2 family. Bcl-2-like protein 10 (Homo sapiens), Q9HD36. bead-based flow cytometry, Bim peptide-Bcl-B binding. inhibition, % at 10 µM. 190,000 tested, 0.073% active;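 note: 0% = tracer peptide without compound and 100% = reference inhibitor peptide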
Target sequence (Q9HD36 whole entry, looked up): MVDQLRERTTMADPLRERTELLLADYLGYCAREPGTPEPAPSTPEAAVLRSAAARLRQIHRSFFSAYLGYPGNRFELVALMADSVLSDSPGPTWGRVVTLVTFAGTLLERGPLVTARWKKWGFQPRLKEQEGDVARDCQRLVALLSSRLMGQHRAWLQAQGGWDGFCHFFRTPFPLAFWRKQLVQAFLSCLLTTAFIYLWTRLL
Active calls of the source: *; ? = inconclusive; nt = no result given. Cut-off read from the data, not from the text of the source, unless noted: active = inhibition above about 40%.

SMILES,Bim-Bfl-1,RGS7-Gao,ABCG2 block,Bcl-XL Bim block,ABCB1 inh,Bcl-2 Bim block,RGS8-Gao reg,RGS4-Gao reg,Bcl-W Bim block,Mcl-1 Bim block,Bim-Bcl-B
CC1CCCCC1n1c(-c2cccnc2)n[nH]c1=S (stereo unspecified),1,?,2,-3,0.5,-4,96,99,-3,-4,-19
Cc1cc(NC(=O)CSc2nncc(=O)n2N)no1,0,93,2,1,0.7,5,97,98,-1,27,5
CC(Sc1ccccc1)C(=O)Nc1ccc(S(=O)(=O)N2CCOCC2)cc1 (stereo unspecified),1,100,-10,6,-6.0,1,93,107,-3,-1,-1
Cc1ccccc1C(=O)NC(=S)NCCc1ccccc1,0,98,2,-5,0.2,0,97,95,-3,-4,-5
c1ccc(C2CCC(N3CCC(N4CCCCC4)CC3)CC2)cc1 (stereo unspecified),-10,105,0,0,-0.1,-2,104,102,0,0,-5
Cc1ccccc1NC(=O)c1cc(S(=O)(=O)N2CCOCC2)cs1,0,103,1,-3,0.4,1,102,101,-3,-3,-6
COc1ccc(/C(O)=C2/C(=O)C(=O)N(CCN3CCOCC3)C2c2ccccn2)cc1OC (stereo unspecified),-1,97,22,-3,3.1,5,100,96,-2,-1,1
CC1CCN(S(=O)(=O)c2ccc(-c3nnc(SCc4cccnc4)o3)cc2)CC1,0,99,2,-1,0.6,-5,98,101,-4,-4,-2
CC(=O)Nc1ccc(N(C(=O)CNC(=O)c2ccco2)C(C(=O)NCc2ccco2)c2ccccc2F)cc1 (stereo unspecified),4,95,-3,0,-0.2,0,101,96,-3,-2,0
CC(C)c1cc(C(=O)NNC(=S)NCc2ccco2)c(O)c(C(C)C)c1,-1,101,-4,-6,-0.6,-7,104,104,-2,-1,-7
CCOC(=O)c1ccc(NC(=O)CSc2nnc(C3CC3)n2C)cc1,0,104,1,-4,0.5,0,102,101,-2,-3,-6
CC(C)(C)C(=O)CSc1nnc(-c2cccs2)n1CC1CCCO1 (stereo unspecified),-1,110,2,0,0.7,0,105,109,-1,-1,-2
CCn1c(CSc2nc3ccccc3s2)nnc1SCC(=O)c1ccc(O)cc1O,-11,101,2,-6,-0.1,-10,105,102,2,-4,-12
COc1ccc(S(=O)(=O)N(CC(=O)N2CCN(C)CC2)c2ccc(C)cc2)cc1OC,-9,100,-1,8,-1.8,-8,98,100,1,0,-4
CCCCn1c(CN2CCN(c3cccc(Cl)c3)CC2)nc2c1c(=O)n(C)c(=O)n2C,-13,102,1,-2,0.3,-5,102,100,3,1,-7
C=CCc1cccc(/C=N/n2c(C)nnc2C)c1O,-3,103,2,-5,0.2,0,103,99,-1,-2,-2
O=C(CCC1CCCC1)Nc1ccon1,-12,108,5,-4,0.6,-9,102,107,-1,0,-10
CCOC(=O)c1snc2c(=O)[nH]cnc12,0,104,0,0,0.1,-1,104,100,0,0,-3
Cc1nnc(SCC(=O)NC(C)c2ccccc2)[nH]c1=O (stereo unspecified),-11,106,0,2,0.2,-7,101,102,0,0,-9
CC(C)Oc1ccc(C(=O)N(Cc2ccco2)C2CCS(=O)(=O)C2)cc1 (stereo unspecified),-5,86,4,-2,1.2,-1,90,80,-3,-3,-3
COc1ccccc1CSc1nc2ccccc2[nH]1,-1,106,4,-2,0.7,-2,104,103,-3,-1,-3
CCc1ccc2oc(C(=O)NCc3ccc(S(N)(=O)=O)cc3)c(C)c2c1,2,103,2,0,0.2,-2,101,102,-1,-1,2
CCCN1Cc2cccc(C(=O)NCc3ccccc3)c2C1=O,-13,109,2,-7,-1.4,-10,105,112,-1,-1,-8
S=C(NCc1ccc(Cl)c(Cl)c1)Nc1ccc2c(c1)OCO2,1,101,2,-9,0.2,-2,104,102,-6,-6,-6
COc1ccc(-c2nn(CCC(=O)O)cc2/C=C2\SC(N)=NC2=O)cc1,-4,102,-6,-1,-0.7,0,97,100,-2,-2,-4
Cc1ccccc1NC1C=CS(=O)(=O)C1 (stereo unspecified),-18,105,-1,-9,0.2,-11,101,103,-5,-2,-7
CC(C)c1ccc(C(=O)NCCCc2ccccc2)cc1,-17,100,31,-7,1.6,-12,99,102,-3,-3,-7
O=S(=O)(NCCc1ccccc1)c1cccc2nsnc12,-2,117,3,-1,0.2,-9,116,114,0,-1,0
O=S(=O)(CCc1ccccc1)/N=C/c1cccs1,1,118,1,0,0.6,-4,98,118,-3,0,0
CCOC(=O)CC(=O)CSc1nc2cc(C)ccc2cc1C,-8,106,6,2,0.9,-7,103,104,1,2,-7

Full records, quoted from the list. Screens in order: Bim-Bfl-1	RGS7-Gao	ABCG2 block	Bcl-XL Bim block	ABCB1 inh	Bcl-2 Bim block	RGS8-Gao reg	RGS4-Gao reg	Bcl-W Bim block	Mcl-1 Bim block	Bim-Bcl-B
CC(C)c1ccc(C(=O)NCCCc2ccccc2)cc1 in the list: -17	100	31	-7	1.6	-12	99	102	-3	-3	-7
CCn1c(CSc2nc3ccccc3s2)nnc1SCC(=O)c1ccc(O)cc1O in the list: -11	101	2	-6	-0.1	-10	105	102	2	-4	-12

Ordered by the number under RGS4-Gao reg (largest number first): three from the list above.
smiles | Bim-Bfl-1 | RGS7-Gao | ABCG2 block | Bcl-XL Bim block | RGS8-Gao reg | RGS4-Gao reg | Bcl-W Bim block | Mcl-1 Bim block | Bim-Bcl-B
CC(C)(C)C(=O)CSc1nnc(-c2cccs2)n1CC1CCCO1 (stereo unspecified) | -1 | 110 | 2 | 0 | 105 | 109 | -1 | -1 | -2
CCc1ccc2oc(C(=O)NCc3ccc(S(N)(=O)=O)cc3)c(C)c2c1 | 2 | 103 | 2 | 0 | 101 | 102 | -1 | -1 | 2
COc1ccc(-c2nn(CCC(=O)O)cc2/C=C2\SC(N)=NC2=O)cc1 | -4 | 102 | -6 | -1 | 97 | 100 | -2 | -2 | -4

Remaining list, next part:
SMILES,Bim-Bfl-1,RGS7-Gao,ABCG2 block,Bcl-XL Bim block,ABCB1 inh,Bcl-2 Bim block,RGS8-Gao reg,RGS4-Gao reg,Bcl-W Bim block,Mcl-1 Bim block,Bim-Bcl-B
CC(/C=C/c1ccccc1)=N\NC(=O)c1ccc2c(c1)OCCO2,0,94,6,-5,nt,0,79,89,-2,0,-8
Cc1ccc(S(=O)(=O)NN2C(=O)/C(=C/c3cccn3C)SC2=S)cc1,7,92,-11,11,-2.0,0,101,97,9,6,14
O=CN1CCN(S(=O)(=O)c2ccc(Cl)c(C(=O)O)c2)CC1,10,?,6,7,2.5,16,99,94,7,9,3
COc1ccc(-n2cc(CNCCCn3ccnc3)c(-c3cccc(F)c3)n2)cc1,-8,101,1,-6,0.6,-4,103,100,-5,0,-10
CC(C)CCNC(=O)c1c[nH]c2ccc(S(=O)(=O)N3CCC4(CC3)OCCO4)cc2c1=O,-2,101,4,-4,1.1,1,106,102,-4,1,-3
Cc1ccc(N2C(=O)/C(=C/c3cccnc3)SC2=S)cc1,2,95,-2,4,-0.2,4,89,92,-1,1,5
COc1ccc(N2C(=O)C3NN=C(C(=O)OCc4ccccc4)C3C2=O)cc1 (stereo unspecified),-7,99,0,-4,0.2,-2,102,101,0,-1,-4
CCCc1cc(=O)[nH]c(SCC(=O)NC)n1,3,97,0,1,0.0,-1,102,94,-1,0,0
CCc1ccc(C2=C/C(=C/c3cccnc3)C(=O)O2)cc1,-8,97,-4,-5,-0.7,-3,103,103,-4,-4,-5
CC(=C/c1ccccc1)/C=N/n1cnnc1,0,92,12,0,1.9,-3,96,96,-2,-1,-2
C=C1CSc2nc(=O)c3c4c(sc3n21)CCCC4,-3,101,2,4,0.3,-1,102,103,0,2,7
CC1(C)CC(=O)N(c2ccccc2)C1(C)O (stereo unspecified),-19,102,-3,-10,-0.6,-7,102,103,-6,-8,-7
CC(=O)c1cc(-c2ccccc2)n(CC(=O)NC2CCCC2)c1C,-3,97,0,-2,0.0,0,99,101,-1,-5,-3
CCCCn1c(SCC(=O)Nc2cc(C(F)(F)F)cc(C(F)(F)F)c2)nnc1C(CC)N(C)C (stereo unspecified),0,98,10,-8,14,-2,102,101,-5,-5,-7
CC(=O)Oc1ccc(-c2csc(Nc3ccc(S(N)(=O)=O)cc3)n2)cc1,3,111,3,0,0.9,4,129,109,1,0,4
O=S(=O)([O-])CCC[N+]1(CC#Cc2ccccc2)CCCCC1,-5,98,4,-4,0.4,-3,100,101,0,-2,-3
O=C(CSc1ccc(-c2cccc([N+](=O)[O-])c2)nn1)NC1CCCC1,-5,98,4,0,0.7,-2,90,93,1,-1,4
COc1ccccc1NC(=O)COc1ccc(/C=N/NC(=O)CSCc2cc(C)cc(C)c2)cc1,-8,102,7,-8,1.0,-11,103,104,-6,-5,-11
COc1ncnc(OC)c1NC(=O)c1ccc(F)cc1,1,99,0,-6,0.0,-2,93,95,-5,-3,0
O=C(OCc1ccccc1)c1cccc(-c2nnn(Cc3ccccc3)n2)c1,-9,99,1,-6,0.1,-11,97,99,0,-1,-5
CCOC(=O)C(NCCc1ccccc1F)(NC(C)=O)C(F)(F)F (stereo unspecified),-1,100,5,-2,0.5,-1,104,102,0,-4,-2
CCc1nnc(NC(=O)Cc2cc(OC)c(OC)c(OC)c2)s1,3,100,0,0,0.2,0,103,100,1,1,0
Cc1nc(N2CCN(C)CC2)c2c(C)c(C(=O)Nc3ccc(F)cc3)sc2n1,-8,100,2,-2,0.6,-8,101,99,0,1,-4
COc1cc(NC(=O)C(C)Oc2ccccc2)c(C(=O)O)cc1OC (stereo unspecified),-11,104,0,1,0.8,-12,101,103,0,-2,-9
CC(C)c1nnc(NC(=O)CCC(=O)N2CCN(C3c4ccccc4-c4ccccc43)CC2)s1,5,101,11,4,17,4,103,106,7,4,5
Cc1[nH]c2ccccc2c1C(C[N+](=O)[O-])c1cccs1 (stereo unspecified),-12,106,1,-5,0.1,-11,106,107,-4,-2,-10
CC(C(=O)Nc1ncn[nH]1)N1C(=O)c2ccccc2C1=O (stereo unspecified),14,94,7,7,2.4,7,73,95,5,5,9
O=C(NCc1cccnc1)c1ccc(Cn2c(=S)[nH]c3ccc(Br)cc3c2=O)cc1,-4,95,-1,-1,-0.2,-3,102,101,-5,-7,-10
CN(C)CCOc1ccccc1C(C)(C)C,-21,99,10,-9,0.0,-13,96,95,-3,-7,-11
CCOC(=O)CCSCC(=O)N1N=C(c2cccs2)CC1c1ccc(C)cc1 (stereo unspecified),-12,103,7,-9,1.9,-10,103,100,-6,-7,-13
CC(C)C(c1nnnn1C1CCCC1)N1CCN(c2ccccc2F)CC1 (stereo unspecified),0,102,0,3,0.2,2,104,101,0,-1,-2
CN(C(=O)/C(N=Nc1cccc(C(F)(F)F)c1)=C(\O)C(F)(F)F)c1ccccc1,-16,100,1,-8,0.4,-11,103,98,-4,-7,-7
